DUSP3 inh: DUSP3 (human) phosphatase inhibition; 290,000 tested, 0.52% active; inhibition, % at 13.3 µM; P51452; recombinant VHR phosphatase, pNPP absorbance; AID 1654; in the data active = inhibition above about 50%; also: some compounds called inactive have numbers as strong as hits
Target sequence (P51452 whole entry, looked up): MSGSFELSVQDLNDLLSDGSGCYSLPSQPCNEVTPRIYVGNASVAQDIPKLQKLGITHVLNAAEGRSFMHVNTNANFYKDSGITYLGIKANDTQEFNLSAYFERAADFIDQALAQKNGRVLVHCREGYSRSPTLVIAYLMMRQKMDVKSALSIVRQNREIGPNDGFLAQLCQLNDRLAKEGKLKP
Mtb FBA inh: inhibitors of M. tuberculosis fructose-bisphosphate aldolase; purified M. tuberculosis FBA, fluorescence read-out; inhibition, % at 1 µM; 360,000 tested, 2.3% active; AID 588726; in the data active = inhibition above about 27%;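 also: 0% = vehicle and 100% = reference inhibitor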
Target sequence (P9WQA3 whole entry, looked up): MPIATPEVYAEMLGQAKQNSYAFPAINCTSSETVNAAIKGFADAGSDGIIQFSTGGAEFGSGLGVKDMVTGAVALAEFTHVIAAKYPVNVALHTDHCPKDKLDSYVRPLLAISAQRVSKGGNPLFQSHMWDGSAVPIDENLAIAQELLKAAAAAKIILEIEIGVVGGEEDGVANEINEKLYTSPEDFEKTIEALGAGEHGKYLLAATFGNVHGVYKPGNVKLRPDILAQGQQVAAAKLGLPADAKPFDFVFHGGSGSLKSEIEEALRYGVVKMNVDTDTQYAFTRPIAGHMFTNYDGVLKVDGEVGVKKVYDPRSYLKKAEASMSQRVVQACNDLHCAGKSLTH
GDH-TPI counter: inhibits GDH-TPI coupling enzymes, artifact for Mtb FBA screen; GDH-TPI coupled enzyme counterscreen, NADH absorbance; inhibition, % at 4.8 µM; 360,000 tested, 1.2% active; AID 588335;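 also: 0% = DMSO wells and 100% = wells lacking the enzyme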
FadD28 binding: inhibitors of Mycobacterium tuberculosis FadD28 bisubstrate binding. inhibition, % at 12.5 µM. FadD28 bisubstrate probe binding, fluorescence polarization. AID 588549. 360,000 tested, 0.22% active; in the data active = inhibition above about 8.5%, passing the limit was not always enough; inconclusive = no clear call, values can overlap the other calls
CCHFV vOTU inh: blocks the CCHF virus ovarian tumor domain protease. CCHFV vOTU protease, Pep-AMC fluorescence. inhibition, % at 11.5 µM. 370,000 tested, 0.55% active. AID 651958; also: 0% = vehicle wells with enzyme and 100% = no enzyme wells
BoNT F protease: blocks Botulinum neurotoxin F light chain protease; 360,000 tested, 0.22% active; inhibition, % at 10 µM; Multiplex microsphere protease cleavage assay, flow cytometry; in the data active = inhibition above about 35%, passing the limit was not always enough; inconclusive = no clear call, values can overlap the other calls; also: plate controls were buffer without enzyme for full effect and enzyme alone for no effect
UGM FP inh: Mtb UDP-galactopyranose mutase inhibition; 320,000 tested, 0.06% active; P9WIQ1; purified UGM, fluorescence polarization probe displacement; inhibition, % at 10 µM; in the data active = inhibition above about 10%, passing the limit was not always enough; inconclusive = no clear call, values can overlap the other calls
Rv3671c protease: inhibitors of M. tuberculosis serine protease Rv3671c; 320,000 tested, 0.048% active; inhibition, % at 5.96 µM; AID 2606; P9WHR9; in the data active = inhibition above about 38%;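 also: extracellular domain of Rv3671c used as enzyme; 0% = enzyme with DMSO and 100% = no enzyme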
Target sequence (P9WHR9 whole entry, looked up, the tested form may be a part): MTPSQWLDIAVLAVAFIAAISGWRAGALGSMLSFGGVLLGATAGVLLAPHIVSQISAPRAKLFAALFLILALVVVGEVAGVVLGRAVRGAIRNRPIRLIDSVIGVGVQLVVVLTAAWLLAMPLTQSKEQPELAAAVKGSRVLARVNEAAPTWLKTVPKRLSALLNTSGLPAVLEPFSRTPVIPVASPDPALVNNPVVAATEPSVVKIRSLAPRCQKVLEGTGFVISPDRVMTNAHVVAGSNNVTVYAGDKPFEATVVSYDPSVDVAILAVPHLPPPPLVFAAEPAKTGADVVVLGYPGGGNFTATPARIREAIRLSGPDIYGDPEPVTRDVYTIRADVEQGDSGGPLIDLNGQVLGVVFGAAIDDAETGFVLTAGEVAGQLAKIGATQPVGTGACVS
BioA inh: blocks M. tuberculosis BioA enzyme activity; 360,000 tested, 0.096% active; inhibition, % at 9.99 µM; purified M. tuberculosis BioA enzyme, plate reader; in the data active = inhibition above about 40%; inconclusive = no clear call, values can overlap the other calls
MazF activator: MazEF (E. coli) toxin RNase activation | activation, % at 20 µM | 350,000 tested, 0.32% active | AID 504720 | FAM/BHQ RNA-DNA oligo cleavage fluorescence, 5 h | P0AE70; in the data active = activation above about 50%
Numbers without * were called inactive. Rule as the data show it, unless noted: active = inhibition above about 30%; inactive = the rest. Not a hit list. About 4.9% of those tested had a hit in this group.

For Cn1cc(C(=O)Nc2cccc(F)c2)cn1 the results were DUSP3 inh 41, Mtb FBA inh 5, GDH-TPI counter 8, FadD28 binding -0.7, CCHFV vOTU inh 0, BoNT F protease 10, UGM FP inh 0.3, Rv3671c protease -4, BioA inh 12 and MazF activator -4.
For Cc1cccc(C)c1NC(=O)c1ccccc1C(=O)O the results were DUSP3 inh -4, Mtb FBA inh -4, GDH-TPI counter -4, FadD28 binding -0.9, CCHFV vOTU inh -4, BoNT F protease 3, UGM FP inh -1.2, Rv3671c protease 7, BioA inh -1.2 and MazF activator 5.
For COc1ccc(NC(=O)C2CCCNC2=O)cc1 (stereo not drawn) the results were DUSP3 inh -2, Mtb FBA inh -5, GDH-TPI counter 3, FadD28 binding -3.3, CCHFV vOTU inh -9, BoNT F protease 14, UGM FP inh -1.4, BioA inh 1.6 and MazF activator 13.
`O=C(O)c1ccc[n+](Cc2ccc([N+](=O)[O-])cc2)c1` gave Mtb FBA inh 1, GDH-TPI counter 20, FadD28 binding -0.5, CCHFV vOTU inh -12, UGM FP inh -2.2, Rv3671c protease 0, BioA inh -1.3 and MazF activator 6.
`O=c1cc(N2CCCC2)c2ccccc2o1` gave DUSP3 inh 2, Mtb FBA inh 0, GDH-TPI counter 0, FadD28 binding -2.5, CCHFV vOTU inh 1, BoNT F protease -6, UGM FP inh 1.3, Rv3671c protease 10 and MazF activator 1.
`Cc1ccc(N2C(=O)CCSC23C(=O)Nc2ccccc23)cc1` (stereo not drawn) gave DUSP3 inh 7, Mtb FBA inh 0, GDH-TPI counter 2, FadD28 binding -1.0, CCHFV vOTU inh -10, BoNT F protease -1, UGM FP inh -3.2, Rv3671c protease -3, BioA inh 1.5 and MazF activator -4.
O=C(COc1coc(CN2CCc3ccccc3C2)cc1=O)Nc1cccc([N+](=O)[O-])c1 was read as Mtb FBA inh 0, GDH-TPI counter 2, FadD28 binding -4.3, CCHFV vOTU inh 3, BoNT F protease 1, UGM FP inh 0.8, Rv3671c protease -4, BioA inh -0.7 and MazF activator 1.
`COC(=O)c1cn(C(=O)c2ccco2)c2ccccc12` gave DUSP3 inh 32, Mtb FBA inh -2, GDH-TPI counter -1, FadD28 binding -5.8, CCHFV vOTU inh 18, BoNT F protease -7, UGM FP inh 3.0, Rv3671c protease 8, BioA inh -0.4 and MazF activator 2.
Screening CCC(C)(C#CCN1CCCCC1)OCCC#N (stereo not drawn) returned DUSP3 inh -5, Mtb FBA inh 1, GDH-TPI counter -2, FadD28 binding -4.2, CCHFV vOTU inh -2, BoNT F protease -1, UGM FP inh -1.6, Rv3671c protease 2, BioA inh -1.2 and MazF activator -2.
CCn1cc(C(=O)NCC2CCCO2)c(=O)c2cc(S(=O)(=O)N3CCC(C)CC3)ccc21 (stereo not drawn) was read as DUSP3 inh 13, Mtb FBA inh 1, GDH-TPI counter 13, FadD28 binding -2.2, CCHFV vOTU inh 3, BoNT F protease 10, UGM FP inh -1.0, Rv3671c protease 6 and MazF activator 2.
CCOc1ccc(NC(=O)CC2C(=O)N(c3ccc(OC)cc3)C(=O)N2Cc2ccc(OC)cc2)cc1 (stereo not drawn) was read as DUSP3 inh 17, Mtb FBA inh 0, GDH-TPI counter 1, FadD28 binding -2.5, CCHFV vOTU inh -1, BoNT F protease -7, UGM FP inh -0.6, Rv3671c protease 4, BioA inh 0.3 and MazF activator 10.
COc1ccc(O)c(/C=N/NC(=O)c2ccc(CSc3nc(C)cc(C)n3)cc2)c1 was read as DUSP3 inh -6, Mtb FBA inh -5, GDH-TPI counter 21, FadD28 binding 0.5, CCHFV vOTU inh 25, BoNT F protease -5, UGM FP inh 1.1, Rv3671c protease 16 and MazF activator -5.
O=c1c(O)c(-c2ccc(O)cc2)oc2cc(O)cc(O)c12 was read as Mtb FBA inh 1, GDH-TPI counter 15, FadD28 binding -0.6, CCHFV vOTU inh 31*, BoNT F protease -31, UGM FP inh 0.0, Rv3671c protease -3, BioA inh -2.5 and MazF activator 7.
For COc1cccc(-n2c(SCC(=O)NC3CCCC3)nnc2-c2ccco2)c1 the results were DUSP3 inh 13, Mtb FBA inh 0, GDH-TPI counter -4, FadD28 binding -3.4, CCHFV vOTU inh -2, BoNT F protease -3, UGM FP inh -4.9, Rv3671c protease -1, BioA inh 0.5 and MazF activator -3.
Screening C=CCNc1nc2c(c(=O)n(C)c(=O)n2C)n1CCCCCC returned DUSP3 inh 10, Mtb FBA inh -1, GDH-TPI counter 2, FadD28 binding -3.3, CCHFV vOTU inh 1, BoNT F protease 0, UGM FP inh 0.0, Rv3671c protease -2, BioA inh -0.8 and MazF activator 8.
Screening CCOC(=O)CON1C(=O)C(C)(C)N(OCC(=O)OCC)C(=O)C1(C)C returned DUSP3 inh 6, Mtb FBA inh 2, GDH-TPI counter 5, FadD28 binding -0.1, CCHFV vOTU inh -1, BoNT F protease -7, UGM FP inh 1.2, Rv3671c protease 5, BioA inh 0.0 and MazF activator 1.
`CN(C)S(=O)(=O)c1ccc(C(=O)OCC2CCCO2)cc1` (stereo not drawn) gave DUSP3 inh 7, Mtb FBA inh 0, GDH-TPI counter 1, CCHFV vOTU inh -14, BoNT F protease inconclusive, UGM FP inh 3.3, BioA inh -1.0 and MazF activator 5.
`Cn1c(N/N=C/c2cc3ccccc3nc2Cl)nc2ccccc21` gave DUSP3 inh 6, Mtb FBA inh -2, GDH-TPI counter 19, FadD28 binding -0.2, CCHFV vOTU inh 18, BoNT F protease -7, UGM FP inh 0.8, Rv3671c protease 16 and MazF activator 207*.
`Cc1ccc(Cl)c(NC(=O)CSc2cccc[n+]2[O-])c1Cl` gave Mtb FBA inh -2, GDH-TPI counter -2, FadD28 binding -5.3, CCHFV vOTU inh 4, BoNT F protease -4, UGM FP inh -2.7, Rv3671c protease 2, BioA inh -1.2 and MazF activator 8.
Screening CN(C)S(=O)(=O)c1ccc(C(=O)OCC(=O)NC(=O)NC2CCCC2)cc1 returned Mtb FBA inh 2, GDH-TPI counter 17, FadD28 binding -2.6, CCHFV vOTU inh 0, BoNT F protease 4, UGM FP inh -1.4, Rv3671c protease -5, BioA inh -1.4 and MazF activator 2.
O=c1oc2cc(Br)ccc2n1CSC1=NCCS1 was read as DUSP3 inh -6, Mtb FBA inh -2, GDH-TPI counter 0, FadD28 binding -1.6, CCHFV vOTU inh 0, BoNT F protease -1, UGM FP inh -1.4, Rv3671c protease -3, BioA inh -0.3 and MazF activator 6.
CN(C)/C=N/C(=S)Nc1ccc(Cl)cc1Cl was read as DUSP3 inh 22, Mtb FBA inh -1, GDH-TPI counter 10, FadD28 binding -2.4, CCHFV vOTU inh 4, BoNT F protease 0, UGM FP inh 0.8, Rv3671c protease -3 and MazF activator -28.
COc1ccc(C)cc1NC(=O)C(OC(=O)c1ccc(Cl)c(S(=O)(=O)N(C)c2ccccc2)c1)c1ccccc1 (stereo not drawn) was read as DUSP3 inh 13, Mtb FBA inh 1, GDH-TPI counter -10, FadD28 binding -4.1, CCHFV vOTU inh -3, BoNT F protease 0, UGM FP inh 2.6, Rv3671c protease -6, BioA inh 1.6 and MazF activator -14.
For O=C(c1ccc(-c2cccc(C(F)(F)F)c2)o1)N1CCOCC1 the results were DUSP3 inh -16, Mtb FBA inh 0, GDH-TPI counter -1, FadD28 binding -3.2, CCHFV vOTU inh 10, BoNT F protease -4, UGM FP inh 1.7, Rv3671c protease 1, BioA inh 1.1 and MazF activator -4.
`CCOC(=O)c1c(N2C(=O)C3C4C=CC(C4)C3C2=O)sc2c1CCC(C)C2` (stereo not drawn) gave DUSP3 inh 22, Mtb FBA inh -1, GDH-TPI counter -4, FadD28 binding -1.4, CCHFV vOTU inh 6, BoNT F protease -18, UGM FP inh -0.4, Rv3671c protease 0, BioA inh -1.3 and MazF activator 4.
For CC(C)CNC(=S)N(CCCN(C)C)Cc1cc2cc3c(cc2[nH]c1=O)OCCO3 the results were DUSP3 inh 22, Mtb FBA inh 8, GDH-TPI counter 6, FadD28 binding -4.9, CCHFV vOTU inh -21, BoNT F protease inconclusive, UGM FP inh -0.8, Rv3671c protease -5, BioA inh -2.1 and MazF activator 9.
O=C(c1cccc([N+](=O)[O-])c1)N1CCN(c2ccc(Cl)cc2)CC1 was read as DUSP3 inh -1, Mtb FBA inh -4, GDH-TPI counter -3, FadD28 binding -1.3, CCHFV vOTU inh -1, BoNT F protease 6, UGM FP inh -0.5, Rv3671c protease -7, BioA inh 3.2 and MazF activator -11.
Screening CC1CCC2(CC1)NC(=S)N(C(C)(C)C)N2 (stereo not drawn) returned DUSP3 inh 5, Mtb FBA inh 0, GDH-TPI counter -1, FadD28 binding -0.3, CCHFV vOTU inh 16, BoNT F protease -2, UGM FP inh 1.1, Rv3671c protease -9, BioA inh -1.3 and MazF activator 5.
`CC1Cc2ccccc2N1C(=O)C1CCCN(S(=O)(=O)c2cccc3nsnc23)C1` (stereo not drawn) gave DUSP3 inh 35, Mtb FBA inh 5, GDH-TPI counter -1, FadD28 binding -1.7, CCHFV vOTU inh -6, BoNT F protease inconclusive, UGM FP inh -0.9, Rv3671c protease 1, BioA inh -0.6 and MazF activator -4.
For COc1ccc(CNC(=O)N2CCN(S(=O)(=O)c3ccc(C)cc3C)CC2)cc1 the results were DUSP3 inh 10, Mtb FBA inh 0, GDH-TPI counter -6, FadD28 binding -4.0, CCHFV vOTU inh 16, BoNT F protease 5, UGM FP inh -1.2, Rv3671c protease 1, BioA inh -1.0 and MazF activator 5.
COc1ccc(S(=O)(=O)NCCC(=O)NCc2ccc(F)cc2)cc1 was read as DUSP3 inh 25, Mtb FBA inh -3, GDH-TPI counter -2, FadD28 binding 1.1, CCHFV vOTU inh -11, BoNT F protease 12, UGM FP inh 5.6, Rv3671c protease -7, BioA inh -0.3 and MazF activator -6.
`Cc1ccn(CC(=O)N2CCCC(N3CCN(c4cccc(Cl)c4)CC3)C2)n1` (stereo not drawn) gave DUSP3 inh 38, Mtb FBA inh -1, GDH-TPI counter 4, FadD28 binding -0.7, CCHFV vOTU inh -4, BoNT F protease 2, UGM FP inh -0.6, Rv3671c protease 5, BioA inh 0.5 and MazF activator 5.
Screening CC(=O)Nc1ccc(NC(=O)C/C(C)=N/NC(=O)c2cccc3ccccc23)cc1 returned DUSP3 inh 11, Mtb FBA inh -3, GDH-TPI counter -3, FadD28 binding -1.0, CCHFV vOTU inh -7, BoNT F protease 5, UGM FP inh -1.1, Rv3671c protease 4, BioA inh -1.0 and MazF activator 12.
For Cc1ccc2cc(CCNC(=O)Cc3cccs3)c(=O)[nH]c2c1 the results were DUSP3 inh 8, Mtb FBA inh 2, GDH-TPI counter -3, FadD28 binding -1.0, CCHFV vOTU inh 1, BoNT F protease 2, UGM FP inh 1.9, Rv3671c protease 6, BioA inh -0.1 and MazF activator 7.
`O=C1OC[C@@H]2CCCN2C(=O)[C@@H](CC(=O)N(CCO)Cc2ccccc2)C/C=C\C[C@H]1Cc1ccc(F)cc1` gave Mtb FBA inh 0, GDH-TPI counter 5, FadD28 binding -0.2, CCHFV vOTU inh 0, BoNT F protease 7, UGM FP inh 0.5, Rv3671c protease 6, BioA inh -1.2 and MazF activator 4.

Screening data deposited in PubChem by several laboratories.
